# Source: PubChem BioAssay
# FECH block: inhibitors of human ferrochelatase, primary screen, biochemical, purified FECH, Ni-mesoporphyrin absorbance; Ferrochelatase, mitochondrial (Homo sapiens), P22830; Ni-mesoporphyrin absorbance 550 nm; calls only at 10 µM (by protocol); 20,000 compounds, 3.3% hits;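 active = enzyme reaction rate more than 3 SD below the solvent-only control wells on the same plate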;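 note: lower slope than DMSO wells means FECH inhibition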
# Target sequence (P22830 whole entry, looked up): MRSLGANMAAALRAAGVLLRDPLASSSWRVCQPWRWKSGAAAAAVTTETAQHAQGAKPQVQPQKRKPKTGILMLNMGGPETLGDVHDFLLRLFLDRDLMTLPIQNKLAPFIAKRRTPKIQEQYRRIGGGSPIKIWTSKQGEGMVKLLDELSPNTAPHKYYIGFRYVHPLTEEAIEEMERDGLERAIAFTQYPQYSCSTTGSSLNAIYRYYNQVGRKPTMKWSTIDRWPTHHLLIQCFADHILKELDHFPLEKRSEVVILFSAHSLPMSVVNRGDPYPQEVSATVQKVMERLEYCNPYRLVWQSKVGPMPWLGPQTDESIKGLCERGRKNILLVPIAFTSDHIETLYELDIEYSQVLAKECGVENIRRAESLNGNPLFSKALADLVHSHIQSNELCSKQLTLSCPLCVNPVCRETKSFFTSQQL
# Calls only; i = inactive; + = active, no number. This is a subset, so the mix of outcomes need not match the whole.
no. | SMILES | FECH block
1 | COc1ccc(CCNC(=O)c2cccn2-c2nnc(N3CCCCC3)s2)c(OC)c1 | i
2 | COc1ccc(Nc2nc(NCCC(C)C)nc3c2cnn3-c2ccccc2)cc1 | i
3 | CCCC(C(=O)Nc1ccc(F)cc1)N1Cc2ccccc2C1=O (stereo unspecified) | i
4 | COc1ccc(OC)c(C2CCN(Cc3ncc[nH]3)C2)c1 (stereo unspecified) | i
5 | O=S(=O)(c1ccc(F)cc1)N1CCN(c2cc(-c3ccc(F)cc3)ncn2)CC1 | i
6 | CC(C)Cn1c(CN2CCN(c3ncc(F)cn3)CC2)nc2ccccc21 | i
7 | COc1ccccc1NC(=O)C1CCN(c2ccc(-c3ccc(C)cc3)nn2)CC1 | i
8 | COc1ccc(C)cc1S(=O)(=O)N1CCN(c2nc(C)cc(N3CCCC3)n2)CC1 | i
9 | Cc1ccc(Nc2cc(C)nc(Nc3ccc(NC(=O)c4ccc(-c5ccccc5)cc4)cc3)n2)cc1 | i
10 | OCCCn1cnc(-c2ccccc2)c1-c1ccc(O)c(Cl)c1 | i
11 | CS(=O)(=O)NCC1CCN(Cc2cc3ccccc3[nH]c2=O)C1 (stereo unspecified) | i
12 | O=C(NCc1ccccc1)c1nc[nH]c1C(=O)N1CCN(Cc2ccccc2)CC1 | i
13 | CCN1C(=O)c2cc(C(=O)NCc3ccccn3)nn2CC1(C)C(=O)NC1CCCC1 (stereo unspecified) | i
14 | O=C(CCn1cncn1)N(CC#Cc1ccccc1)C1CCCC1 | i
15 | COc1ccccc1-c1cc(CNC(=O)c2cc(C)nc(C)n2)on1 | i
16 | CN(Cc1ccsc1)C(=O)CN1CC(=O)NC1=O | i
17 | Cc1ccc(N2C(=O)CCS2(=O)=O)cc1S(=O)(=O)Nc1cccc(C(F)(F)F)c1 | i
18 | Cn1c(=O)c(C(=O)Nc2ccccc2Br)nc2ccccc21 | i
19 | COCC(=O)N[C@H]1C[C@@H](C(=O)NCc2ccccc2F)N(C)C1 | i
20 | CCn1nc(C(=O)O)c2c1CCN(C(=O)C1CCCN(Cc3ccco3)C1)C2 (stereo unspecified) | i
21 | CCOC(=O)C1(NC(=O)CC2C(=O)Nc3ccc(C)cc32)CCC1 (stereo unspecified) | i
22 | CNc1ncccc1C(=O)Nc1cccc(C(=O)NC(C)(C)C)c1C | i
23 | CC(CCc1ccccc1)NC(=O)CN1CCCN(Cc2cccc(Cl)c2)S1(=O)=O (stereo unspecified) | i
24 | CCC(C)NC(=O)C1CCN(c2ccc(-c3cccs3)nn2)CC1 (stereo unspecified) | i
25 | CCOc1ccc(-c2nc(CSc3nc(C)cc(=O)[nH]3)c(C)o2)cc1OC | i
26 | O=C(NCCn1ccnc1)C1CCCN(C2CCN(Cc3ccccc3)CC2)C1 (stereo unspecified) | i
27 | Cc1cc(C)c(NC(=O)CN2CCCN(Cc3ccccc3)S2(=O)=O)c(C)c1 | i
28 | COc1cc(OC)c(NC(=O)Cn2c(C(=O)OC(C)C)cc3ccsc32)cc1Cl | i
29 | COc1cccc(N2CCC(NCc3noc(-c4ccco4)n3)CC2)c1 | i
30 | CCOc1ncccc1C(=O)N1CCn2cncc2C1 | i
31 | CN1CCC2(CC1)CN(C(=O)CCC1=NNC(=O)CC1)CCN2C | i
32 | Cc1cccc(CN2CCN(CC(=O)Nc3ccc(C)cc3C)S2(=O)=O)c1 | i

# Laid out differently: entries from further up.
25	CCOc1ccc(-c2nc(CSc3nc(C)cc(=O)[nH]3)c(C)o2)cc1OC
  FECH block: i
31	CN1CCC2(CC1)CN(C(=O)CCC1=NNC(=O)CC1)CCN2C
  FECH block: i
30	CCOc1ncccc1C(=O)N1CCn2cncc2C1
  FECH block: i
29	COc1cccc(N2CCC(NCc3noc(-c4ccco4)n3)CC2)c1
  FECH block: i

# The list continues.
no. | SMILES | FECH block
33 | Cc1ccc(-c2cccc(C(=O)NCCc3cc(=O)[nH]cn3)c2)o1 | i
34 | CCn1ccc(-c2n[nH]c(=O)n2Cc2ccccc2F)n1 | i
35 | Cc1ccc2[nH]c(C(=O)O)c(CN(C)Cc3ncc[nH]3)c2c1 | i
36 | O=C(CCCN1C(=O)c2cccnc2Sc2ccccc21)Nc1cc(-c2cccc(Cl)c2)no1 | i
37 | COC(=O)CN1CCN(C(=O)c2cnc(-c3ccccc3)nc2)C(C)C1=O (stereo unspecified) | i
38 | Cc1nnc(-c2cccc(NS(=O)(=O)NCc3ccccc3)c2)s1 | i
39 | Cc1ccc(-c2nnc(-c3nc(N4CCCC4)c4ccccc4n3)o2)cc1 | i
40 | CC(C)c1nc(C(C)c2n[nH]c(=O)c3ccccc23)n(-c2ccccn2)n1 (stereo unspecified) | i

# Structures shown so far that contain a COOH group, in the order listed:
no. | SMILES | FECH block
20 | CCn1nc(C(=O)O)c2c1CCN(C(=O)C1CCCN(Cc3ccco3)C1)C2 (stereo unspecified) | i
35 | Cc1ccc2[nH]c(C(=O)O)c(CN(C)Cc3ncc[nH]3)c2c1 | i

# Further records follow.
no. | SMILES | FECH block
41 | Clc1ccc(Nc2nc(N3CCOCC3)nc3c2cnn3-c2ccccc2)cc1 | i
42 | COc1ccc(Nc2cc(C)nc(Nc3ccc(NC(=O)c4ccc(C)cc4)cc3)n2)cc1 | i
43 | CCCCN(Cc1nc2nc(C)cc(C)n2n1)C(=O)c1ccccc1Cl | i
44 | COc1ccc(NC(=O)CSc2cc(N3CCCCC3)ncn2)cc1 | i
45 | Cc1ccc(C2(O)CCN(C(=O)Cc3c(C)nc(C)[nH]c3=O)CC2)nc1 | i
46 | CC(=O)N(C)C1CCN(CC(=O)NCCc2ccc(Cl)cc2)C1 (stereo unspecified) | i
47 | CCN1CCN(C(=O)C2CCCN(c3ncnc4c3nc3n4CCCCC3)C2)CC1 (stereo unspecified) | i
48 | Cc1ccc(NC(=O)CN2CCN(Cc3ccc(F)cc3Cl)S2(=O)=O)cc1C | i
49 | O=C1NCCN2CCN(C(=O)CCn3nnc(-c4ccccc4)n3)CC12 (stereo unspecified) | i
50 | Cc1cc(NC(=O)C2CCCC2)n(-c2ncnc3c2cnn3-c2cccc(Cl)c2)n1 | i
51 | CC(C)Cn1c(CNS(=O)(=O)c2ccc(C3CCCCC3)cc2)nc2cccnc21 | i
52 | CCc1nc2nc(C)cc(N3CCN(c4ccccc4F)CC3)n2n1 | i
53 | CCOc1ccc(Nc2nc(N3CCCC3)nc3c2cnn3-c2ccccc2)cc1 | i
54 | Cc1ccc(-n2ncc3c(-n4nc(C)cc4NC(=O)CCCc4ccccc4)ncnc32)c(C)c1 | i
55 | O=C(NCc1ccccn1)c1nc[nH]c1C(=O)NCc1ccccc1 | +
56 | O=C(CCC(=O)N1CCc2cc(S(=O)(=O)Nc3ccc4c(c3)OCO4)ccc21)N1CCOCC1 | i
57 | O=C(CN1CCN(Cc2ccccc2Cl)S1(=O)=O)NCc1ccccc1Cl | i
58 | Cc1cc(NC(=O)CNCc2csc(-c3cnccn3)n2)ccc1Cl | i
59 | Cc1ccc(CN2CCCN(CC(=O)Nc3ccc(F)cc3)S2(=O)=O)cc1 | i
60 | COc1cc(OC)c(NC(=O)CN2CCN(Cc3ccccc3C)S2(=O)=O)cc1Cl | i
61 | Cc1ccc(N2CCC(n3cc(C(=O)NCC(C)C)nn3)CC2)nn1 | i
62 | CCOC(=O)c1cc2ccsc2n1CC(=O)Nc1cc(F)ccc1F | i
63 | COc1ccnc(CN2CCC3(CC2)c2ccccc2CC3O)c1OC (stereo unspecified) | i
64 | O=C(Nc1cnc2n1CCCC2)c1cnnn1-c1ccccc1 | i
65 | Cc1cc(C)n2nc(CN(C(=O)c3ccco3)c3ccccc3Cl)nc2n1 | i
66 | COCCNc1cc(-c2cc(C)c(C)[nH]c2=O)c2cc[nH]c2n1 | i
67 | COc1ccccc1CNc1nc2nc(CN3CCc4ccccc4C3)cc(=O)n2[nH]1 | i
68 | CCC(C)NC(=O)c1ccc(CN2C(=O)CCn3nc(-c4ccccc4)cc32)cc1 (stereo unspecified) | i
69 | O=C(Nc1nc2n(n1)C(c1ccccc1Cl)C=C(c1ccc(Cl)cc1)N2)c1cccnc1 (stereo unspecified) | i
70 | CSc1cccc(CNC(=O)Cc2csc(C(C)=O)c2)c1 | i
71 | COc1cc(Nc2cc(-c3ccc(C)cc3)nc(C)n2)c(OC)cc1Cl | i
72 | N[C@H]1CN[C@H](C(=O)NCc2ccccc2OC(F)(F)F)C1 | i

# The list goes on (2 carried over from the part before).
nr	SMILES	FECH block
71	COc1cc(Nc2cc(-c3ccc(C)cc3)nc(C)n2)c(OC)cc1Cl	i
72	N[C@H]1CN[C@H](C(=O)NCc2ccccc2OC(F)(F)F)C1	i
73	Cn1c(=O)n(-c2ccc(F)cc2)c2nc(-c3cccc(C(F)(F)F)c3)nc(C(N)=O)c21	i
74	CN(Cc1cc(C(C)(C)C)n[nH]1)C(=O)c1cnnn1-c1ccccc1	i
75	Cc1ccc(CN(C)C(=O)C(C)n2ccnc2C(C)C)o1 (stereo unspecified)	i
76	CC(=O)N1CCc2nc(C)nc(NCCCc3ccccn3)c2CC1	i
77	CCC(C)N(Cc1ccsc1)C(=O)c1cccnc1NC (stereo unspecified)	i
78	Cc1ccc2[nH]c(CCCNC(=O)[C@@H]3C[C@H](N)CN3C)nc2c1C	i
79	CCc1c(C)nc2ncnn2c1Sc1ccc(NS(=O)(=O)c2ccc(C(C)C)cc2)cc1	i
80	COc1ccccc1-c1cc2n(C)c(C)c(CCC(=O)NC3CCCC3)c(=O)n2n1	i
81	COc1ccccc1-n1cc(C(=O)N2CCCn3nc(C)cc3C2)cn1	i
82	CCOc1ccc(Nc2nc(N3CCN(c4ccccc4)CC3)nc3c2cnn3-c2ccccc2)cc1	i
83	Cc1ccc(S(=O)(=O)[C@H]2CS(=O)(=O)C[C@@H]2NCc2ccc(S(N)(=O)=O)cc2)cc1	i
84	C/C(=C\c1ccco1)CN(Cc1ccccn1)CC1CCCO1 (stereo unspecified)	i
85	O=C(NCC1CCN(Cc2cccnc2)C1)Nc1ccccc1Cl (stereo unspecified)	i
86	COc1ccc(C)cc1NC(=O)CN1C(=O)CN(C)C(=O)c2ccccc21	i
87	Cc1ccc(S(=O)(=O)Nc2cnc(N3CCCCCC3)c(C(=O)O)c2)cc1	i
88	COc1ccc2[nH]c(=O)c(CN3CCN(Cc4ncccc4C)CC3)cc2c1	i
89	O=C1CC(=O)Nc2cc(S(=O)(=O)N3CCN(Cc4ccc5c(c4)OCO5)CC3)ccc2N1	i
90	COC(=O)c1ccc(NC(=O)CCN2CCn3nc(C)cc3C2)cc1	i
91	CCC(Nc1nc(N(C)C)nc2c1CCNC2)c1nc2ccc(C)cc2[nH]1 (stereo unspecified)	i
92	CC(CCc1c[nH]c2ccccc12)NCc1n[nH]c2c1CCC2 (stereo unspecified)	i
93	C/C(=C\c1ccccc1)CN1CCCC(CN2CCCC2=O)C1 (stereo unspecified)	i
94	Cc1ccc(C(=O)N(Cc2nc3nc(C)c(Cl)c(C)n3n2)c2ccccc2)cc1	i
95	Cc1sc2ncnc(N(C)CCCc3nccn3C)c2c1C	i
96	CCc1c(C)cc(C(=O)NCc2nc3ccc(OC)cc3[nH]2)c(=O)n1C	i
97	COCCc1noc(CNC2CCSC2)n1 (stereo unspecified)	i
98	Cc1cc(N2CCN(c3ccccc3O)CC2)nc(N2CCOCC2)n1	i
99	COc1ccc(C(C)(C)C)cc1S(=O)(=O)N1CCN(c2nc(C)cc(N3CCCC3)n2)CC1	i
100	Cc1ccc2[nH]c(CCCNS(=O)(=O)NCc3ccccc3)nc2c1C	i
101	O=C1CCC2(CCN1)CCN(c1ncc(Cl)cn1)CC2	i
102	Cc1nc2nc(-c3ccccc3)nn2c(Sc2ccc(NS(=O)(=O)c3ccccc3)cc2)c1C	i
103	Cc1cc(C(=O)NC(c2nnc3n2CCNCC3)C(C)C)nc(C)n1 (stereo unspecified)	i
104	O=C(NCc1ccccc1Cl)C1CCN(c2ncnc3c2nc2n3CCCCC2)CC1	i
105	CCc1cc(Sc2ccc(NC(=O)Nc3cccc(Cl)c3)cc2)n2ncnc2n1	i
106	O=C(NCC(=O)N1CCC(c2nc(-c3ccc(F)cc3)no2)CC1)c1ccccc1	i
107	Cc1cc(NC(=O)CSCc2ccccc2)n(-c2ncnc3c2cnn3-c2cccc(Cl)c2)n1	i
108	Cc1ccccc1-c1nc2nc(CN3CCC(C)CC3)cc(=O)n2[nH]1	i
109	COCCc1noc(CN2C[C@@H]3C4CCC(CC4)[C@@H]3C2)n1	i
110	Nc1ccc(S(=O)(=O)N2CCN(c3ccc(F)cc3)CC2)cc1S(N)(=O)=O	+
111	COCCn1c(CNS(=O)(=O)c2ccc(C)c(C)c2)nc2cccnc21	i
112	CC(C)c1cc(C2CCN(Cc3cccn3-c3ccncc3)CC2)[nH]n1	i
113	CC(Cc1cccnc1)Nc1nc(C2CCCC2)nc2c1cnn2C (stereo unspecified)	i
114	Cc1cc(Nc2ccccc2Cl)n2nc(-c3cccnc3)nc2n1	i
115	NS(=O)(=O)c1ccc(CCNC(=O)C2COc3ccccc3C2)cc1 (stereo unspecified)	i
116	CCS(=O)(=O)N1CCN(c2cc(-c3ccc(C)cc3)ncn2)CC1	i
117	Cc1ccc(S(=O)(=O)N2CCN(Cc3nc4cccnc4n3-c3cccc(F)c3)CC2)c(C)c1	i
118	Cc1ccccc1-n1cc(CN(C)S(=O)(=O)NCc2ccccc2)cn1	i
119	CNC(=O)CC1C(=O)NCCN1Cc1nc2ccccc2n1C(C)C (stereo unspecified)	i
120	CC(C)N1CCN(C(=O)c2[nH]cnc2C(=O)NCC(C)(C)C)CC1	i
121	Cc1n[nH]c(C)c1CCCN(C)C(=O)c1ccc(Cl)cn1	i
122	CN1CCN(C(=O)c2ccc3[nH]c4c(c3c2)CSCC4)CC1C(=O)O (stereo unspecified)	i
123	Cc1nc2ncccn2c1C(=O)N1[C@@H]2CC[C@H]1CNC(=O)C2	i
124	COc1nc2c(cc1CNC(=O)c1cnc(C)s1)C(=O)N(C1CCCC1)C2	i
125	CCOc1c(NC2CCCC2)c(=O)c1=O	i
126	COc1c(F)cc(-c2cc(NCCO)nc3[nH]ccc23)cc1F	i
127	Cc1ccc(C2=CC(c3ccc(Cl)cc3)n3nc(NC(=O)c4ccccc4)nc3N2)cc1 (stereo unspecified)	+
